Source: PubChem BioAssay
human PMI inhibition = inhibitors of human PMI, primary screen, biochemical, fluorescence intensity, coupled assay (AID 1209). 190,000 compounds, 0.42% hits. inhibition, % at 20 µM, or IC50 in µM where a hit was titrated. Mannose-6-phosphate isomerase (Homo sapiens). purified PMI enzyme, coupled fluorescence intensity; higher % means a stronger effect;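 further: plate controls were DMSO vehicle for no effect and wells lacking substrate for full effect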
human PMI inhibitors = human PMI inhibitors, high substrate, primary screen, biochemical, fluorescence intensity, high mannose 6-phosphate (AID 1220); one-dose inhibition, % at 20 µM; IC50 in µM for titrated hits; recombinant PMI enzyme, coupled fluorescence intensity; higher % means a stronger effect; Mannose-6-phosphate isomerase (Homo sapiens); 190,000 compounds, 0.66% hits
Autophagy mod = autophagy modulators in MEF cells, primary screen, imaging, high-content, MEF GFP-LC3. MEF GFP-LC3 puncta imaging; test concentration mostly 10 µM. calls only at 10 µM (by protocol). 190,000 compounds, 0.98% hits;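 active means percentage of spot-positive cells more than 3 SD above its plate mean, without a fluorescence outlier flag or 80% toxicity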;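 further: spot-positive cell cutoff set from DMSO-treated cells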
b-catenin transl = modulators of beta-catenin nuclear translocation, primary screen, imaging, HeLa cells, immunofluorescence, high-content; nuclear translocation activity, % at 5 µM; 190,000 compounds, 0.3% hits;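 active means nuclear translocation activity above 50% at 5 µM, with a well cell count of 50 or more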;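 further: per-cell ratio of nuclear to cytoplasmic median beta-catenin stain intensity; plate controls were DMSO negative control for no effect and GSK-3 inhibitor IX positive control for full effect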
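System: HeLa cells, endogenous beta-catenin; compound dosing: 5 µM primary single dose, 0.1% DMSO, 0.02–20 µM confirmation series; incubation: 24 h compound exposure at 37°C, 5% CO2; signal: beta-catenin immunofluorescence imaging with DAPI; evaluation: % activation, nuclear-to-cytoplasmic median beta-catenin signal ratio per cell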
TNAP activation fold = human TNAP enzyme activators, primary screen, biochemical, luminescent, no phosphate acceptor, uHTS (AID 1001); one-dose activation fold at 20 µM; EC50 in µM for titrated hits; 200,000 compounds, 0.03% hits; Alkaline phosphatase, tissue-nonspecific isozyme (Homo sapiens); purified TNAP, luminescent activation assay, no phosphate acceptor; higher activation fold means a stronger effect; in the data active means activation fold from about 3, or a potency from the dose series; inactive means the rest, 99 in 100 with activation fold below about 1.6; further: many of its hits are not listed in these tables
T cell HTS = modulators of CD8 T cell-vesicle binding, primary screen, mouse 2C CD8+ T cells, flow cytometry; 330,000 compounds, 0.068% hits; 2C CD8+ T cell-vesicle binding; stronger effect = lower value; calls only at 7 µM; AID 2052, 2009;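 active means response, share of CD8 T cells binding vesicles, and their 90th percentile fluorescence all below set limits, cut at about 80% in these data, passing the limit was not always enough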
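Read-out – percent CD8+ FL2 mean versus row control · System – murine 2C transgenic CD8+ T lymphocytes · Times – 1.5 h cell–vesicle binding at 37 °C, then 20 min icy labelling · Control set – naked vesicles low, QL9 vesicles with vehicle high · Detection – cytometric PE anti-B7-1 and Alexa647 anti-CD8 signals after 1% paraformaldehyde fixation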
MT stabilize HCS = microtubule stabilizers in HeLa cells, primary screen, imaging, high-content imaging | HeLa tubulin immunostaining HCS, 24 h; share of cells brighter than vehicle mean+2SD | % tubulin-high responders, % at 10 µM | 200,000 compounds, 0.83% hits | AID 2205, 2009;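 active means plate Z-score above 3 for both tubulin-high and condensed-nucleus cell shares, with cell loss under 80%, at 10 µM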;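 further: anti alpha tubulin signal scored within the nucleus-defined area of each cell; some results filed as inactive read as strong as hits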
Hep lipid drop = inhibitors of hepatocyte lipid droplet formation, primary screen, imaging, high-throughput imaging, BODIPY stain; inhibition, % at 6.5 µM; 240,000 compounds, 0.4% hits; AML12 mouse hepatocytes, oleate lipid droplets;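 active means lipid droplet intensity inhibited by at least 50%, with more than 500 cells counted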
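Material – mouse AML12 hepatocyte cell line, fixed after treatment · Compound dosing – one dose, 6.5 µM compound · Times – compound with oleate, overnight · Measured by – Image-based BODIPY and DAPI two-channel analysis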
Insulin prom up = insulin promoter activators in MIN6 cells, imaging, high-content screening, mouse beta cells; MIN6 insulin promoter-GFP reporter; stronger effect = higher value; z-score at 5 µM; 190,000 compounds, 0.3% hits;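 active means z-score above 3 at 5 µM with at least 500 cells counted in the well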
Insulin prom up cell count = further read-out of Insulin prom up, marked with its call; cell count; measured here: cytotoxicity, nuclei count;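 total cells summed across four imaged fields per well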
Hep lipid drop cells 6.5 µM = further read-out of Hep lipid drop, marked with its call; cell count; measured here: cell count, cytotoxicity flag;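 cells counted across two imaged fields per well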
b-catenin transl cell count 5 µM = recorded beside b-catenin transl, whose call it bears; cell count; measured here: cell count, cytotoxicity flag
T cell HTS vesicle-bound % = recorded beside T cell HTS, whose call it bears; double positive events, %; measured here: CD8+ vesicle-bound cell fraction;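 binding gate set so that unloaded-vesicle control wells show 10% double positive cells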
MT stabilize HCS Hoechst-high % = second read-out of MT stabilize HCS, no call of its own (marks repeat the call); % Hoechst-high responders; measured here: nuclear condensation Hoechst responders;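 share of cells brighter than vehicle mean plus two SD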
MT stabilize HCS cytotoxicity % = second read-out of MT stabilize HCS, no call of its own (marks repeat the call); toxicity, %; measured here: cytotoxicity by cell density;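 0% = mean cell density of plate MIN control wells and 100% = no cells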
Autophagy mod cell loss 18 h = recorded beside Autophagy mod, whose call it bears; toxicity, %; measured here: cell loss, nuclei count;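 cell loss after 18 h compound exposure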
The depositor's hits bear a star; i = inactive; · = not tested or not shown; + = active, no number. Unless noted, no stated cut-off is given here; in the data, active means inhibition above about 50%; inactive means the rest. An unsorted share of the library, and some 2.9% of all compounds hit somewhere here.

SMILES	human PMI inhibition	human PMI inhibitors	Autophagy mod	Autophagy mod cell loss 18 h	b-catenin transl	b-catenin transl cell count 5 µM	TNAP activation fold	T cell HTS	T cell HTS vesicle-bound %	MT stabilize HCS	MT stabilize HCS Hoechst-high %	MT stabilize HCS cytotoxicity %	Hep lipid drop	Hep lipid drop cells 6.5 µM	Insulin prom up	Insulin prom up cell count
O=C1NCCCC1C(=O)N1CCCCC1 (stereo not given)	-41%	-28%	i	21	-1.3	1079	1	i	47	2.3	1.6	7.0	14	696	0.65	1320
Cc1cc(C)c2c(n1)nn1c(-n3ccnc3)cc(C)nc21	15%	16%	i	9	-4.1	760	1	·	·	8.4	2.8	4.2	·	·	0.63	1269
Cc1ccc(Nc2nc(N)nc(CN3CCN(Cc4ccccc4)CC3)n2)cc1Cl	·	·	·	·	-1.1	1402	·	i	27	·	·	·	0	710	0.59	889
COc1ccc(-c2nn(-c3ccccc3)cc2/C=C2/SC(=S)N(Cc3ccco3)C2=O)c(C)c1	1%	-2%	i	4	0.2	1466	1	i	33	2.7	1.4	6.4	·	·	-0.21	1249
O=C(O)c1cc(S(=O)(=O)Nc2ccc3oc(=O)sc3c2)ccc1O	8%	14%	i	5	-1.7	941	1	i	50	4.5	2.7	11	·	·	0.15	1472
O=[N+]([O-])c1cccc(-c2ccc(C(=S)N3CCOCC3)o2)c1	31%	47%	i	22	4.4	896	1	i	56	5.8	2.9	12	1	672	0.02	1527
O=C(NCc1nnc(SCC(=O)N2CCN(c3ccccc3)CC2)o1)c1ccco1	-14%	-18%	i	5	0.1	1183	1.1	i	58	2.5	1.4	4.1	21	719	-1.4	701
Clc1ccc2oc3c(Cl)ncnc3c2c1	14%	8%	i	-6	-1.4	909	1.1	i	43	3.4	3.3	8.7	8	651	-0.1	1100
N#C/C(=C\c1ccc(O)c(O)c1)S(=O)(=O)c1ccccc1	28%	31%	i	-3	0.6	920	0.6	i	43	3.9	2.5	1.2	-7	760	0.76	1173
COc1cc(CNCCSc2nnnn2C)cc(Br)c1OCc1ccc(F)cc1	12%	0%	i	-6	9.5	1001	1.1	i	62	1.9	1.7	7.7	-14	743	-1.3	813
CN(C)CCCCCN(C)Cc1cc2ccccc2o1	-12%	-6%	i	-24	-1.9	1098	1	i	28	1.4	1.1	5.8	5	696	-0.95	1319
COc1ccc(C(=O)NCc2nnc(SCC(=O)Nc3cccc(F)c3)o2)cc1	-12%	-11%	i	-3	0.6	1150	1.1	i	51	2.0	3.1	7.9	-16	680	0	1102
Cc1ccc(S(=O)(=O)N2CCN(c3nc4ccccc4nc3-n3nc(C)cc3C)CC2)cc1	24%	20%	i	2	1.7	1155	1	i	37	3.6	2.0	11	-2	778	0.27	1264
COc1ccccc1OCc1nc(C#N)c(NCCCn2ccnc2)o1	-3%	-8%	i	2	-0.4	952	1	i	17	0.9	1.5	5.6	-2	717	-1	1380
CCCc1nc2oc3ccccc3c(=O)c2c(=O)n1-c1ccc(C)cc1	·	·	·	·	-1.2	1350	·	i	20	·	·	·	0	692	-0.45	962
COc1cc(CNc2ncn[nH]2)cc(Br)c1OC	2%	3%	i	2	-4.2	1038	1.2	i	4	1.6	1.1	6.7	·	·	·	·
COc1ccccc1-c1nc(N)n[nH]1	8%	9%	i	-6	0.5	985	0.7	i	53	3.2	1.2	8.4	18	715	2.2	1420
Cn1nc(C(F)(F)F)c(C#N)c1N1CCN(c2ccccn2)CC1	-8%	-3%	i	-2	0.9	1097	1.1	i	43	10	2.9	11	4	668	-0.22	1104
CNC(=S)N1CCN(c2c(F)cc3c(=O)c(C(=O)O)cn(C4CC4)c3c2OC)CC1C (stereo not given)	14%	16%	i	-2	-1.8	1104	1	i	18	3.4	3.2	9.8	0	737	-0.51	815
COc1cccc(/C=N/NC(=O)CSc2cccc3cccnc23)c1	·	·	·	·	0.2	1302	·	i	36	·	·	·	7	735	-0.36	1024
COc1ccc2oc(=Nc3cc(F)ccc3F)c(C(N)=O)cc2c1	0%	0%	+	6.5*	·	·	1	i	39	15	18	30	-2	680	0.18	1214
Cc1nn(-c2ccccc2)c(C)c1C(=O)Nc1ccc(N2CCOCC2)cc1	-17%	-2%	i	6	-1.9	1041	1.1	i	50	3.1	1.5	2.5	6	712	0.13	1557
CCOC(=O)C1CCN(C(=O)N2CCOCC2)CC1	17%	8%	i	-5	·	·	1.1	i	47	2.1	2.3	5.5	1	694	-0.47	1260
Cc1cc(NC(=O)CCCSc2nc(-c3ccco3)cc(C(F)(F)F)n2)n(-c2ccccc2)n1	20%	20%	i	5	-0.8	984	1	i	29	2.4	1.7	13	-22	775	·	·
CCOC(=O)C1=C(C)Nc2ccc(C)cc2S1	24%	6%	i	-6	-0.2	1423	0.9	i	61	3.4	2.4	2.6	·	·	0.31	1615
O=C(COc1ccc2ccccc2c1)N1CCN(C(=O)c2cccnc2)CC1	4%	12%	i	-1	-1.5	1332	1.1	i	14	1.9	1.1	8.2	·	·	-0.11	1500
N#CN=C1CCCCCN1CC(N)=O	-3%	-4%	i	-5	0.9	706	1	i	39	1.7	2.9	12	·	·	1.6	1105
Cc1oc2c(c1C(=O)c1ccccc1)C(=O)C(=O)c1ccccc1-2	74%*	·	i	64	-1.2	1433	1	i	56	2.2	0.9	0.2	·	·	0.55	1516
O=S(=O)(NCCC1=CCCCC1)c1cccc(S(=O)(=O)N2CCOCC2)c1	2%	-4%	i	8	1.4	1094	1.1	i	44	4.5	2.8	9.2	·	·	0.38	982
CC(C)CNC(=O)c1cc(-c2ccco2)on1	12%	12%	i	-36	-0.2	1317	1.1	i	58	3.6	1.7	0.2	·	·	-0.86	1684

2 records drawn at random from the list so far, as already listed:
SMILES	human PMI inhibition	human PMI inhibitors	Autophagy mod	Autophagy mod cell loss 18 h	b-catenin transl	b-catenin transl cell count 5 µM	TNAP activation fold	T cell HTS	T cell HTS vesicle-bound %	MT stabilize HCS	MT stabilize HCS Hoechst-high %	MT stabilize HCS cytotoxicity %	Hep lipid drop	Hep lipid drop cells 6.5 µM	Insulin prom up	Insulin prom up cell count
CCOC(=O)C1=C(C)Nc2ccc(C)cc2S1	24%	6%	i	-6	-0.2	1423	0.9	i	61	3.4	2.4	2.6	·	·	0.31	1615
O=S(=O)(NCCC1=CCCCC1)c1cccc(S(=O)(=O)N2CCOCC2)c1	2%	-4%	i	8	1.4	1094	1.1	i	44	4.5	2.8	9.2	·	·	0.38	982

(more compounds)
SMILES	human PMI inhibition	human PMI inhibitors	Autophagy mod	Autophagy mod cell loss 18 h	b-catenin transl	b-catenin transl cell count 5 µM	TNAP activation fold	T cell HTS	T cell HTS vesicle-bound %	MT stabilize HCS	MT stabilize HCS Hoechst-high %	MT stabilize HCS cytotoxicity %	Hep lipid drop	Hep lipid drop cells 6.5 µM	Insulin prom up	Insulin prom up cell count
Cc1cc(C)cc(NS(=O)(=O)c2ccc3[nH]c(=O)[nH]c3c2)c1	15%	14%	i	-9	·	·	1	i	20	4.0	3.2	0.6	1	763	0.05	1237
CC1=C(C(=O)OC(C)C)C(c2cccnc2)C2=C(CCCC2=O)N1 (stereo not given)	7%	2%	i	20	-1.1	815	1.1	i	49	4.9	3.2	6.1	·	·	0.15	1147
C/C(=N\NC(=O)c1ccc2c(c1)OCO2)c1ccco1	-7%	-3%	i	15	0.2	1130	1.2	i	40	1.5	2.3	3.4	48	694	-0.22	1302
Cc1ccc(Cn2c(N/N=C/c3ccncc3)nc3c2c(=O)n(C)c(=O)n3C)cc1	·	·	·	·	1.9	1263	·	i	27	·	·	·	-52	658	-1.7	951
O=C(NCc1nnc(SCC(=O)N2CCOCC2)o1)c1cccs1	-14%	-15%	i	-5	0.3	1041	1.1	i	49	2.4	1.6	6.2	18	794	-0.08	1143
CCOC(=O)c1ccc(N=Nc2c(C)c(C#N)c(O)[nH]c2=O)cc1	1%	13%	i	17	-1.4	1121	1.1	i	46	2.0	1.8	6.8	11	710	0.23	1241
COc1ccc(CC(=O)OCc2nnc(C3COc4ccccc4O3)o2)cc1OC (stereo not given)	13%	10%	i	16	-2.3	1193	1.1	i	24	2.1	2.7	14	0	731	·	·
O=C(NCc1ccncc1)C1CCCCC1	7%	5%	i	31	-0.5	1203	1	i	22	1.5	1.7	6.1	-6	751	-0.73	1237
Cc1ccc(S(=O)(=O)N2CCCN(c3nccc(C(F)(F)F)n3)CC2)cc1	·	·	·	·	0.7	1286	·	i	29	·	·	·	-21	700	-0.34	991
COc1ccc(CC(=O)N2CC(=O)N(CCc3ccccc3)C(=O)C2)cc1	9%	3%	i	0	1.4	1439	1.1	i	17	4.0	2.8	9.5	·	·	1	1396
COc1ccc(-n2c(Cc3cccn3C)nnc2SCC(=O)Nc2nc(C)cs2)cc1	-3%	-3%	i	-5	-3.1	1193	1	i	43	2.7	2.4	11	-32	578	0.16	1549
COc1ccc2no[n+]([O-])c2c1	·	·	·	·	-0.2	1320	·	i	27	·	·	·	5	562	0.21	1027
c1ccc(-c2nc(NCc3cccnc3)c3ccccc3n2)cc1	6%	2%	i	4	3.5	1471	1.1	i	30	3.1	2.4	7.2	·	·	-1.1	1017
CC1=C/C(=N\NC(=O)c2ccccc2)CC1	-5%	-12%	i	6	-1.4	919	1	i	56	2.3	4.4	5.1	-10	650	0.78	1270
CCOC(=O)C1=C(O)/C(=C\c2ccc(CNC(=O)C(=O)Nc3ccc(C)c(C)c3)o2)N=C1C	-30%	-52%	i	-3	·	·	1.1	·	·	1.3	0.8	7.7	15	789	-1.3	865
C=CCN=c1scc(-c2ccco2)n1/N=C/c1ccc(O)c(O)c1O	·	·	·	·	1.7	1255	·	i	28	·	·	·	0	762	-0.08	1087
